Tau fibril FP: tau fibrillization inhibition (FP) | K18 P301L tau heparin fibrillization, Alexa594 FP, 6 h | P10636 | 280,000 tested, 0.39% active | Potency, µM (top dose mostly 57.7 µM), inactives show at the highest dose activity, negative = inhibition, actives largely listed as inhibitors; also: nearly all actives have a fitted effect of over 55% in size
Target sequence (P10636 561-689 P618L limits assumed): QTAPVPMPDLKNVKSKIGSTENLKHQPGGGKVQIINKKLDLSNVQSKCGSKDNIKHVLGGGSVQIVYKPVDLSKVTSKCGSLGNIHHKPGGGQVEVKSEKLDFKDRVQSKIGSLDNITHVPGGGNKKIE
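Heparin (20 uM) drove fibril formation of recombinant tau K18 P301L, 15 uM unlabeled with 0.24 uM Alexa 594 label, for 6 hr at 37 C in 100 mM sodium acetate pH 7. Fluorescence polarization (555/632 nm) read 1 hr after 30 uM ThT.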
KDM4E inh: inhibitors of human JMJD2E histone demethylase; AID 2147; 230,000 tested, 1.6% active; Potency, µM (doses to about 57.1 µM), for the others: at the top dose activity change, negative = inhibition, hits mostly inhibitors; JMJD2E catalytic domain, FDH-coupled NADH fluorescence (FDH is formaldehyde dehydrogenase); active = well fitted inhibition curve with a large enough effect, not every such curve was filed as active; inconclusive = small, poorly fitted or top-dose-only effect, or another doubt; inactive = no such curve, though single readings can be large or run the other way;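 also: 0% = wells with enzyme and -100% = buffer wells without enzyme; nearly all actives have a fitted effect of over 50% in size; many of its hits are not listed in these tables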
Target sequence (B2RXH2 1-337 limits assumed): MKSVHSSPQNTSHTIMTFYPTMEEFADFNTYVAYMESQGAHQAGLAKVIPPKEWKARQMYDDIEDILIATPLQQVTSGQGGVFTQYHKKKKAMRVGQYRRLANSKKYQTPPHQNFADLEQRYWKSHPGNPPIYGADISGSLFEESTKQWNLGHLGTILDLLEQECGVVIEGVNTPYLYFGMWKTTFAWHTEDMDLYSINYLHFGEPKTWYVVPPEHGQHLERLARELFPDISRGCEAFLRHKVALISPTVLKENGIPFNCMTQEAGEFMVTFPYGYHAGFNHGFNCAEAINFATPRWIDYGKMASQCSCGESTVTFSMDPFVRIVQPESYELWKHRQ
RECQ1 inh: RECQ1 (human) helicase inhibition; RECQ1 DNA unwinding, red fluorescence kinetic read; AID 2549; 240,000 tested, 0.54% active; Potency, µM (series often up to 57.3 µM), inactives show top-dose activity, negative = inhibition, hits mostly inhibitors;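 also: plate controls were vehicle for no effect and no enzyme for full effect; nearly all actives have a fitted effect of over 30% in size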
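RECQ1T1 50 nM; forked duplex (20 bp + 30-nt ss tails) 200 nM, ATP 2 mM final; pH 8.0, 2 mM MgCl2, 2.5 ug/ml poly(dI-dC); 15 min compound preincubation; discontinuous kinetic read over 2 h at RT.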
L3MBTL1 block: inhibitors of human L3MBTL1. Q9Y468. AlphaScreen L3MBTL1–H3K9me1 peptide binding. Potency, µM (doses to about 57.1 µM), for inactives: top-dose activity, negative = inhibition, actives largely listed as inhibitors. 230,000 tested, 0.66% active. AID 485360; also: nearly all actives have a fitted effect of over 60% in size
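Displacement of a biotinylated histone H3(1-15) peptide monomethylated at Lys9 (75 nM) from L3MBTL1 (50 nM) was measured by AlphaScreen after a 30 min room-temperature compound incubation; cefsulodin titration served as intraplate control.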
TexasRed fluor: alters Texas Red total fluorescence, flagging assay interference; TRb/SRC2 Texas Red total fluorescence interference; Potency, µM (series often up to 106 µM), inactives show at the top dose fluorescence change, negative = quenching; 280,000 tested, 0.29% active; AID 1479; active = well fitted curve in either direction with a large enough effect; inconclusive = small, poorly fitted or top-dose-only effect
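Human TRb ligand-binding domain at 0.6 uM with 20 nM Texas Red SRC2 peptide in Tris buffer containing 1 uM T3 and 5% DMSO, incubated with compound 5 h at ambient temperature. Total fluorescence (555/632 nm) calculated as parallel + 2 × perpendicular.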
Tau fibril ThT: blocks human tau fibril formation measured by thioflavin T; 270,000 tested, 2.1% active; Potency, µM (top dose mostly 57.4 µM), for inactives: top-dose activity, negative = inhibition, most hits filed as inhibitors; recombinant tau K18 P301L (four-repeat tau fragment), heparin-induced fibrillization, ThT fluorescence; P10636; also: nearly all actives have a fitted effect of over 55% in size
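Heparin-induced fibrillization of the P301L-mutant K18 repeat-domain fragment of human tau was followed by ThT binding in quantitative high-throughput format.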
TRb-SRC2 inh: disrupts binding of human TR beta to SRC2; Potency, µM (top dose mostly 106 µM), inactives show at the highest dose activity change, negative = inhibition, most hits filed as inhibitors; P10828; TRbeta-SRC2 peptide binding, fluorescence polarization; receptor liganded with 1 µM T3; 280,000 tested, 0.065% active;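 also: plate controls were bound peptide for no effect and peptide without receptor for full effect; nearly all actives have a fitted effect of over 50% in size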
Target sequence (P10828 whole entry, looked up): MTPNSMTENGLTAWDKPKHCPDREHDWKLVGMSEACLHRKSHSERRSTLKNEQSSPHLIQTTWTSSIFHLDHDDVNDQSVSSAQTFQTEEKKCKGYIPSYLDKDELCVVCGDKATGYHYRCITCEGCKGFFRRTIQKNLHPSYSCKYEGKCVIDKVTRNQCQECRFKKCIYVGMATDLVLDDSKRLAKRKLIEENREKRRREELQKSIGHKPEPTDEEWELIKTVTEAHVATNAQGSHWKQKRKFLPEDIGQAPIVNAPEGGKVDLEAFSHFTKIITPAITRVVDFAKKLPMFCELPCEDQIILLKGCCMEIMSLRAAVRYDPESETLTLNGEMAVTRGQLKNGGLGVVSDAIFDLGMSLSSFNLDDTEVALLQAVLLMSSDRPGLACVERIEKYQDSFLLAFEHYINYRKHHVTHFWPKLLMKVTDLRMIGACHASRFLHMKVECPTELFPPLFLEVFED
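A fluorescence polarization screen tested compounds at multiple concentrations against complex formation between 0.6 uM TRb ligand-binding domain and 20 nM Texas Red SRC2 peptide, with 1 uM T3 present; readout after 5 hr.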
GoLoco inh red: inhibitors of human Gai1-RGS12 GoLoco interaction (red fluorophore) | 230,000 tested, 0.44% active | Potency, µM (highest dose often 61.6 µM), inactives show top-dose activity, negative = inhibition, hits mostly inhibitors | P63096 | Gai1:RGS12 GoLoco peptide FP, rhodamine, 10 min; active = well fitted inhibition curve with a large enough effect, not every such curve was filed as active; inactive = no such curve, though single readings can be large or run the other way; also: nearly all actives have a fitted effect of over 30% in size; many of its hits are not listed in these tables
Active calls of the source: *; i = inactive; ? = inconclusive; . = not tested or not shown; & = joins results of further samples; [ ] = remark or other dose. Unless noted, calls follow the shape of the dose curve; as a rule, active = well fitted curve in the direction sought with a large enough effect; inconclusive = small, poorly fitted or top-dose-only effect, or another doubt; inactive = no such curve, though single readings can be large; an effect the other way counts as inactive or inconclusive. Unless noted, % is scaled to controls: 0 for no effect and ±100 for the full control effect; potency is read from the fitted curve at half-maximal effect.

Values run as follows: Tau fibril FP, KDM4E inh, RECQ1 inh, L3MBTL1 block, TexasRed fluor, Tau fibril ThT, TRb-SRC2 inh, GoLoco inh red
- Cc1cc(=O)[nH]c(SCc2cccc(Br)c2)n1
  -5%, -29%, -2%, ?, 2%, -3%, -20%, 6%
- CC(C)(C)OC(=O)c1c(N)n(CCCN2CCCC2=O)c2nc3ccccc3nc12
  0%, ?, i, 10%, -2%, -6%, 6%, 12%
- Cc1cc(=O)oc(C)c1C(=O)NCCC1=CCCCC1
  -4%, -6%, -13%, 2%, -1%, 5%, -25%, 7%
- COc1ccc(N2CC(C(=O)Nc3ccccc3C(=O)NCc3ccco3)CC2=O)cc1 (stereo unspecified)
  1%, -5%, -2%, 6%, 1%, -7%, 2%, -4%
- Cc1sc2nc(SCC(=O)NCc3ccco3)n(Cc3ccccc3)c(=O)c2c1C
  -3%, -11%, i, ., 0%, -12%, -3%, 16%
- O=C(NC1CCC(NC(=O)C2CCCO2)CC1)C1CCCO1 (stereo unspecified)
  5%, -1%, i, ., 3%, 2%, -3%, 7%
- CC(OC(=O)CCc1nc2ccccc2c(=O)[nH]1)C(=O)Nc1ccc2c(c1)OCO2 (stereo unspecified)
  -1%, 5%, -4%, 0%, 0%, -14%, 8%, 12%
- O=C(Nc1nnc(SCC(=O)N2CCCc3ccccc32)s1)c1ccccc1
  1%, ?, -10%, 4%, -2%, -5%, -4%, 6%
- COC(=O)[C@H]1C[C@@H]1[C@H](NC(=O)c1cnccn1)c1ccccc1
  4%&5%, -7%&9%, -13%&0%, 5%, -3%&-2%, -6%&8%, -1%&7%, -1%&-2%
- CCN(CC)C(=O)/C(=C/c1cn(S(=O)(=O)N(C)C)c2ccccc12)NC(=O)c1ccc(OC)cc1
  3%, ?, -1%, ., 3%, 2%, 6%, 5%
- Cc1ccccc1C(=O)NC(=S)NCC1CCCO1 (stereo unspecified)
  ?, 8%, i, 1%, -3%, ?, -6%, -4%
- c1ccc(-n2nnnc2Oc2ccc(-c3nnco3)cc2)cc1
  -4%, 6%, i, 5%, 0%, -1%, -8%, -5%
- COc1ccccc1OCCC(=O)OCC(=O)Nc1ncc(Cl)cc1Cl
  4%, ?, -8%, -8%, 2%, -7%, -3%, 25%
- O=S(=O)(NCCOCC(F)(F)F)c1ccc2oc3ccccc3c2c1
  3%, 10%, 0%, -3%, -2%, 6%, -2%, 7%
- COCC(=O)N1CCN(c2cccc(C(F)(F)F)c2)CC1
  -1%, -1%, i, 0%, -4%, -4%, -4%, 10%

A different layout for part of the listing above:
molecule,Tau fibril FP,KDM4E inh,RECQ1 inh,L3MBTL1 block,TexasRed fluor,Tau fibril ThT,TRb-SRC2 inh,GoLoco inh red
COc1ccc(N2CC(C(=O)Nc3ccccc3C(=O)NCc3ccco3)CC2=O)cc1 (stereo unspecified),1%,-5%,-2%,6%,1%,-7%,2%,-4%
Cc1sc2nc(SCC(=O)NCc3ccco3)n(Cc3ccccc3)c(=O)c2c1C,-3%,-11%,i,.,0%,-12%,-3%,16%
O=C(NC1CCC(NC(=O)C2CCCO2)CC1)C1CCCO1 (stereo unspecified),5%,-1%,i,.,3%,2%,-3%,7%
CC(OC(=O)CCc1nc2ccccc2c(=O)[nH]1)C(=O)Nc1ccc2c(c1)OCO2 (stereo unspecified),-1%,5%,-4%,0%,0%,-14%,8%,12%
O=C(Nc1nnc(SCC(=O)N2CCCc3ccccc32)s1)c1ccccc1,1%,?,-10%,4%,-2%,-5%,-4%,6%

More compounds.
Values run as follows: Tau fibril FP, KDM4E inh, RECQ1 inh, L3MBTL1 block, TexasRed fluor, Tau fibril ThT, TRb-SRC2 inh, GoLoco inh red
- COc1cc2nc(Cl)nc(N3CCN(C)CC3)c2cc1OC
  4%, 0%, -2%, ., -5%, -5%, -7%, 4%
- C=CCn1c(COc2ccc(F)cc2)nnc1SCC(=O)c1c[nH]c2c(CC)cccc12
  7%, 10%, -2%, 6%, -10%, 1%, 1%, 14%
- CCCC(=O)NC(NC1CCS(=O)(=O)C1)C(Cl)(Cl)Cl (stereo unspecified)
  -8%, -8%, 26%, -2%, 3%, 3%, 3%, 14%
- Cc1ccc(S(=O)(=O)C(CNC(=O)C(=O)NCc2ccc(Cl)cc2)c2ccco2)cc1 (stereo unspecified)
  -13%, ., ., ., -2%, 12%, 3%, .
- Cc1csc(OCC(=O)Nc2ccc(C)c(C)c2)n1
  -14%, 5%, i, 27%, 0%, 2%, -21%, 8%
- COc1ccc(-c2nnc3c4ccccc4c(-c4ccccc4)nn23)cc1
  -2%, ., ., ., -7%, -3%, 2%, .
- Cc1ccccc1OCC(=O)OCC(=O)c1ccc(-c2ccccc2)cc1
  -4%, 1%, 0%, 23%, -3%, ?, 7%, 4%
- CCc1ccc(/C=N/NC(=O)C(=O)NCCCN2CCOCC2)cc1
  -2%, 7%, i, 7%, -1%, 1%, 4%, 0%
- O=C(Nc1ccc(C(=O)N2CCN(c3ccccc3)CC2)cc1)c1nsc2ccccc12
  7%, ., ., ., -2%, -16%, 2%, .
- CCc1nn(C(C)C(=O)NC(C)CCc2ccco2)c(=O)c2cc3occc3n12 (stereo unspecified)
  -7%, -4%, -18%, -8%, 0%, -13%, -1%, 3%
- O=[N+]([O-])c1ccc(/C=N/Nc2nc(N3CCCCCC3)nc(N3CCCCCC3)n2)o1
  20%, 5%, 0%, -21%, 1%, ?, -4%, 23%
- O=C1N(CC(=O)N2CCc3ccccc32)CCN1Cc1ccccc1Cl
  -5%, 5%, -13%, ., -1%, -15%, -8%, -8%
- Cc1ccc(NC(=O)CN2CCN(S(=O)(=O)c3cccs3)CC2)cc1S(=O)(=O)N(C)C
  2%, -24%, 7%, -3%, -1%, 10%, 3%, -14%
- Cc1nc2ncnn2c(C)c1CCC(=O)N1CCN(c2ccc(F)cc2)CC1
  -6%, ., ., ., -7%, 7%, 4%, .
- CN(C(=O)c1ccccc1)c1ccc(OCC(=O)NC2CCS(=O)(=O)C2)cc1 (stereo unspecified)
  -7%, 3%, 2%, -6%, 0%, ?, -2%, -29%
- Cc1ccc(NC(=O)C2CC(=O)N/C(=N/N=C/c3ccco3)S2)cc1C (stereo unspecified)
  -14%, 5%, -4%, -6%, -3%, -2%, -2%, -2%
- CCN(CC)CC(=O)N1N=C(c2cccs2)CC1c1ccco1 (stereo unspecified)
  -2%, ?, 1%, ., -1%, -7%, -2%, 7%
- CSc1nnc(C)c(/C=C/Nc2ccc(F)cc2)n1
  -6%, -2%, -1%, 4%, -3%, ?, -2%, 3%
- CCC(C)N(C(=O)COc1ccc(NC(C)=O)cc1)C1CCS(=O)(=O)C1 (stereo unspecified)
  3%, 13%, -3%, 8%, -2%, -5%, -2%, 1%
- CCCCn1c(SCC(=O)c2ccccc2)nc2c1c(=O)[nH]c(=O)n2C
  0%, -2%, -2%, 3%[11.4 µM], -8%, -1%, 3%, -3%
- COc1ccc(-c2csc(N(CCCN3CCOCC3)C(=O)c3ccco3)n2)cc1
  -12%, 3%, -7%, -12%, -1%, -14%, -14%, 4%
- COc1ccc(S(=O)(=O)Nc2ccccn2)c(C)c1C
  6%, 1%, -3%, ., -1%, 6%, 16%, -11%
- CCn1c(SCC(=O)N2CCCC2)nc2ccccc2c1=O
  7%, 6%, -14%, 0%, -4%, 7%, -1%, 10%
- O=C(Nc1nc(-c2ccccc2)cs1)C1COc2ccccc2O1 (stereo unspecified)
  -9%, -3%, -9%, ., -4%, ?, -1%, -1%
- CCOC(=O)c1c(/N=C/c2cccc(C)c2O)sc2c1CCN(C)C2
  6%, -2%, -8%, ?, 7%, -17%, -5%, 13%
- COc1cc(C(=S)N2CCCCC2)ccc1OCC(=O)Nc1ccccc1Cl
  -1%, -4%, -2%, 1%, 1%, ?, 1%, 12%
- Cc1nc(C)n(CC(O)COc2ccc(C(=O)c3ccccc3)cc2)n1 (stereo unspecified)
  5%, -7%, -12%, 10%[11.4 µM], -1%, 2%, 3%, 2%
- COc1ccc(N2CSC3=C(C#N)C(c4cccc(OC)c4OC)CC(=O)N3C2)cc1 (stereo unspecified)
  ?, ?, -2%, ., 4%, 18µM*, 6%, -39%
- CCOc1ccc2nc(NS(=O)(=O)c3ccc(NC(C)=O)cc3)sc2c1
  6%, 1%, ?, ., -8%, ?, -7%, -5%

Single records, as listed above:
CCCCn1c(SCC(=O)c2ccccc2)nc2c1c(=O)[nH]c(=O)n2C reads Tau fibril FP: 0%; KDM4E inh: -2%; RECQ1 inh: -2%; L3MBTL1 block: 3%[11.4 µM]; TexasRed fluor: -8%; Tau fibril ThT: -1%; TRb-SRC2 inh: 3%; GoLoco inh red: -3%
CCn1c(SCC(=O)N2CCCC2)nc2ccccc2c1=O reads Tau fibril FP: 7%; KDM4E inh: 6%; RECQ1 inh: -14%; L3MBTL1 block: 0%; TexasRed fluor: -4%; Tau fibril ThT: 7%; TRb-SRC2 inh: -1%; GoLoco inh red: 10%
CCOc1ccc2nc(NS(=O)(=O)c3ccc(NC(C)=O)cc3)sc2c1 reads Tau fibril FP: 6%; KDM4E inh: 1%; RECQ1 inh: ?; L3MBTL1 block: .; TexasRed fluor: -8%; Tau fibril ThT: ?; TRb-SRC2 inh: -7%; GoLoco inh red: -5%

Random excerpt: two compounds from above, in no set order.
Values run as follows: Tau fibril FP, KDM4E inh, RECQ1 inh, L3MBTL1 block, TexasRed fluor, Tau fibril ThT, TRb-SRC2 inh, GoLoco inh red
- CCOC(=O)c1c(/N=C/c2cccc(C)c2O)sc2c1CCN(C)C2
  6%, -2%, -8%, ?, 7%, -17%, -5%, 13%
- COc1cc(C(=S)N2CCCCC2)ccc1OCC(=O)Nc1ccccc1Cl
  -1%, -4%, -2%, 1%, 1%, ?, 1%, 12%

Assay outcomes deposited in PubChem BioAssay by National Center for Advancing Translational Sciences (NCATS).

An excerpt (hit frequency here may not be typical).
